# Bioassay records as filed in PubChem BioAssay.
# miR122 inh: inhibitors of miR-122 in Huh7 cells. hit rate 0.3% among 340,000. Huh7 miR-122 Renilla luciferase sensor, 48 h; neutral wells = 0, positive control = 100. activation (reporter increase), % at 12.5 µM. AID 602342;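 active = mean replicate activation score at least 90 and every replicate individually at or above 90; inconclusive = only one of the two criteria met; inactive = neither criterion met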;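 note: higher luciferase means less miR-122 activity so hits act as miR-122 inhibitors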
# CASP6 VEID inh: inhibitors of human caspase-6; P55212; inhibition, % at 12.5 µM; purified caspase-6, Z-VEID-R110 cleavage fluorescence; hit rate 0.53% among 350,000;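 active = mean inhibition across replicates at least about 35%, with every replicate also reaching that limit, limit read from the data; inconclusive = only one of the two criteria met; inactive = neither criterion met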;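 note: 0% = median of neutral control wells and 100% = no fluorescence left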
# DENV2 CPE: inhibitors of DENV2 cytopathic effect | CPE inhibition, % at 9.99 µM | hit rate 1.7% among 350,000 | DENV2-infected cells, cytopathic effect rescue, plate reader; in the data active = CPE inhibition above about 20%, passing the limit was not always enough; inconclusive = no clear call, values can overlap the other calls; tested in BHK-21 cells;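 note: 0% = median of neutral control wells and 100% = median of positive control wells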
# ERp5 inh: ERp5 (human) disulfide isomerase inhibition | Q15084 | ERp5 insulin aggregation, absorbance 650 nm, 90 min | inhibition, % at 9.99 µM | hit rate 0.05% among 350,000;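 active = mean replicate inhibition above about 25%, with every replicate also reaching it, limit read from the data, passing the limit was not always enough; inconclusive = only one of those two criteria met; inactive = neither criterion met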
# F508del corr: CFTR F508del correction in bronchial cells. CFBE cells, YFP halide quenching; stimulated with forskolin plus potentiator P3; % fluorescence drop versus neutral controls. activity (quench increase), % at 7.58 µM. hit rate 0.36% among 350,000. AID 720511;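 active = mean added fluorescence quench of at least 8% versus neutral control, with both replicates also reaching 8%; inconclusive = only one of the mean or replicate conditions met; inactive = mean below 8% and not both replicates reaching 8%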;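 note: cells transiently co-express mutant CFTR-F508del with the halide-sensitive YFP; corrector assay measuring rescue of mutant channel to the surface after 24 h compound exposure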
# ERAP1 HTS inh: inhibitors of human ERAP1 aminopeptidase; Q9NZ08; recombinant ERAP1, Leu-AMC fluorescence, 60 min; inhibition, % at 10.7 µM; hit rate 0.15% among 340,000;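 active = mean replicate inhibition of at least 30%, or all replicates individually reaching that 30% level; inactive = mean below 30% and not every replicate reaching it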;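 note: 0% = neutral control wells and 100% = L-leucinethiol positive control wells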
# Target sequence (Q9NZ08 whole entry, looked up): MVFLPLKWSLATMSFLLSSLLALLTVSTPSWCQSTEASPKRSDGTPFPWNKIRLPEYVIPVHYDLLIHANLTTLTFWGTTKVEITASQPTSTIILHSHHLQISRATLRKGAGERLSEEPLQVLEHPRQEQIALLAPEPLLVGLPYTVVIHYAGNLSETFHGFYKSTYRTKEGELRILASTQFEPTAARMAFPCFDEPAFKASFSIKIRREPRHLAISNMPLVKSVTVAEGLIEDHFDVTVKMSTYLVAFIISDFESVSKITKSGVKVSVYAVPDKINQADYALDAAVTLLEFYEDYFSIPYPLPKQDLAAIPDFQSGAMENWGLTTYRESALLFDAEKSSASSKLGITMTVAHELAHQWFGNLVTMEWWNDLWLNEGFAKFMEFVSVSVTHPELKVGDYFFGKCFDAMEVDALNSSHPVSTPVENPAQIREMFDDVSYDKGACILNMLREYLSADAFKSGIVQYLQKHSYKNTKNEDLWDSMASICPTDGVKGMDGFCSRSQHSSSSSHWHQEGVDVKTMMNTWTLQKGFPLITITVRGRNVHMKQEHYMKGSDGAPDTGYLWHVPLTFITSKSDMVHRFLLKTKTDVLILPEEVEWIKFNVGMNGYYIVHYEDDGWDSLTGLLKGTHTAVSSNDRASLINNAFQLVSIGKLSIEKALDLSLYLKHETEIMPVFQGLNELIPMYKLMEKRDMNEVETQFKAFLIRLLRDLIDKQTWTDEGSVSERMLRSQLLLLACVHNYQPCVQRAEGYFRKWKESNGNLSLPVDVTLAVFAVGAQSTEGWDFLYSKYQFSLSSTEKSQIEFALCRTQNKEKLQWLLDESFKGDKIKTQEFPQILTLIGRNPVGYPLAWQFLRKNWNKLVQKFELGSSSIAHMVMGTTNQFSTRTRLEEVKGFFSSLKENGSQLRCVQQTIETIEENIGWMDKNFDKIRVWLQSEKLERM
# SIRT5 inh: inhibitors of human sirtuin-5 desuccinylase; Q9NXA8; inhibition, % at 15 µM; hit rate 1.1% among 330,000; Purified SirT5, succinyl-peptide AMC, trypsin-coupled fluorescence; in the data active = inhibition above about 15%; inconclusive = no clear call, values can overlap the other calls
# * = called active by the depositor; ? = inconclusive; / = no result given; [ ] = remark or other dose.
SMILES,miR122 inh,CASP6 VEID inh,DENV2 CPE,ERp5 inh,F508del corr,ERAP1 HTS inh,SIRT5 inh
COc1ccccc1C(=O)NNC(=O)Cc1ccccc1,/,-0.1,7.5,-0.7,4.5,-3.2,-1.4
CCNC(=O)NC(=O)C(C)OC(=O)CCS(=O)(=O)c1ccc(C)cc1 (stereo not given),/,0.1,0.4,0.7,-0.5,-1.5,-2.4
COc1ccc(CCNC(=S)NNC(=O)c2c(Br)c(C)nn2C)cc1OC,/,3.1,-0.2,4.9,-1.0,1.8,1.4
CCCNC(=O)C1(C)CCN(CCC(=O)c2ccc(Br)cc2)C1 (stereo not given),2.6,-2.7,9.0,-3.0,-1.1,4.0,-2.9
CC(C)n1cnnc1SCC(=O)Nc1cccc(S(=O)(=O)N(C)c2ccccc2)c1,6.3,-4.9,0.8,1.9,2.1,/,1.4
CO[C@H]1CN(C)C(=O)c2ccc(NC(=O)C3CC3)cc2OC[C@H](C)N(CCC(F)(F)F)C[C@@H]1C,/,5.6,7.7,3.6,-1.0,-3.6,3.4
Cc1[nH]n(-c2nc(-c3ccccc3F)cc(=O)[nH]2)c(=O)c1CCO,/,-2.5,2.8,-2.5,-1.1,3.3,1.3
CCN(CC)CCNc1cc(C)c(C#N)c2nc3ccccc3n12,-0.4,0.2,-2.5,-4.9,7.2,-26.4,-4.2
CN(CCO)S(=O)(=O)c1ccc2c(c1)C(=O)c1cc(S(=O)(=O)N(C)CCO)ccc1-2,-0.7,-0.3,-2.1,4.3,-1.1,-1.4,-0.9
O=S(=O)(NCC1CCCO1)c1ccc(Cl)c2ccccc12 (stereo not given),63.3,2.5,7.1,7.8,-1.5,3.6,-1.3
O=C(COC(=O)c1ccc(O)cc1)c1ccc(S(=O)(=O)N2CCCCC2)cc1,3.5,2.9,-6.9,-0.2,1.9,6.6,1.8
CCCC(=O)Nc1ccc2c(c1)C(=O)N(C)[C@H]1CC[C@@H](CC(=O)Nc3cn(C)nc3C)O[C@H]1CO2,10.0[16.7 µM],-0.7,0.4,-0.5,0.2,-0.3,-5.7
O=C1N=C(N2CCN(c3ccccc3)CC2)S/C1=C\c1ccco1,/,1.9,-1.4,-2.6,-0.5,-2.3,5.6
COCCN(C[C@@H]1N[C@@H](CO)[C@H]1c1ccc(-c2cccc(F)c2)cc1)C(C)=O,-18.0[16.7 µM],-1.2,3.0,4.7,-0.4,-1.0,2.3
COc1ccc(NC(=O)C(=O)NCCC2CCCCN2S(=O)(=O)c2cccs2)cc1 (stereo not given),/,4.0,-0.8,1.5,3.9,0.0,-5.1
CCCCn1nnnc1C1(C)CCC(=O)N1Cc1cc(OC)ccc1OC (stereo not given),/,1.7,-8.7,6.6,2.3,/,-1.9
O=C(CNCc1ccco1)Nc1ccc(N2CCCCCC2)cc1,/,-5.2,8.9,0.8,-2.1,-1.0,-0.4
CN(Cc1ccno1)Cc1cn(C)nc1-c1ccc(Oc2ccccc2)cc1,-0.5,8.2,-0.9,-0.4,-3.4,29.0,-1.4
CC(C)NC(=O)Nc1ccc2c(c1)CC(=O)N([C@@H](C)CO)C[C@H](C)[C@H](CN(C)Cc1ccccc1)O2,15.5[16.7 µM],-0.6,?,5.1,-1.7,1.2,1.0
O=C(Cc1ccc(S(=O)(=O)N2CCOCC2)s1)NCC(=O)Nc1ccccc1Br,/,3.4,126.3*,0.2,1.7,-1.0,0.6
CC(NS(=O)(=O)c1cn(C)c(=O)n(C)c1=O)c1ccccc1 (stereo not given),-0.1,1.0,-6.4,-4.3,-5.3,1.3,0.7
Cc1cccc(NC(=O)[C@H](C)NC(=O)[C@@H]2Cc3ccccc3CN2C(=O)OC(C)(C)C)c1,-4.3,1.2,12.6,1.9,0.0,-4.9,3.4
Cn1c(=O)c2cc(NC(=O)NCCc3cccs3)ccc2n1C/C=C/c1ccccc1,16.8,-3.5,-4.8,4.1,-2.6,-3.1,-12.1
CSc1nc2[nH]c(=O)n(O)c(=O)c2n1Cc1ccccc1,/,14.2,-7.2,-8.0,5.2,5.9,-2.0
CC(=O)N(C)C[C@@H]1Oc2cc(-c3ccccc3)ccc2S(=O)(=O)N([C@@H](C)CO)C[C@@H]1C,-2.7[16.7 µM],5.9,-5.5,2.5,/,-0.4,0.8
O=C(COC(=O)/C=C/c1ccc(C(F)(F)F)cc1)NC(=O)NCc1ccco1,/,5.1,-4.9,1.4,2.9,-1.5,1.7
Cc1ccc2[nH]c3c(=O)n4c(nc3c2c1)SCC4,2.1,-1.3,-6.1,1.2,-2.7,-1.6,-2.7
COc1ccc(C=NN(C)C(=O)Nc2cccc(Cl)c2)cc1OC,/,-0.5,2.3,7.2,0.6,-9.1,/
Cc1noc(C)c1NC(=O)Nc1ccc2c(c1)C(=O)N([C@H](C)CO)C[C@@H](C)[C@@H](CN(C)C(=O)C1CCCCC1)OCCCC[C@@H](C)O2,-5.7[16.7 µM],0.9,-2.0,0.1,-0.1,0.5,-0.9
O=C(c1ccc(F)cc1)N(Cc1ccco1)C1CCS(=O)(=O)C1 (stereo not given),-4.0,-0.5,3.6,-1.1,-0.1,1.1,-1.5
CC1(C(=O)Nc2cccc3ccccc23)CC1(Br)Br (stereo not given),/,6.7,-0.8,0.3,-0.9,/,0.6
COc1ccc(NC(=O)C2CCN(S(=O)(=O)c3c(C)nn(C)c3C)CC2)cc1,-2.2,2.5,3.0,-1.9,0.9,-2.3,1.1
C[C@@H]1CCCCO[C@@H](CN(C)C)[C@@H](C)CN([C@@H](C)CO)C(=O)c2cc(NC(=O)C3CCCCC3)ccc2O1,1.0[16.7 µM],0.5,11.4,-0.9,-2.8,0.0,-2.0
COc1cc(C(C(=O)NC2CCCC2)N(C(=O)c2snc(C(N)=O)c2N)c2ccccc2)cc(OC)c1OC (stereo not given),1.4,0.1,1.4,1.4,2.0,4.6,-8.8
Cc1c(F)cccc1NC(=O)CCCCCC1NC(=O)NC1C (stereo not given),-8.7,-4.8,2.3,2.6,-1.7,-1.0,3.8
COc1ccccc1CNC(=O)C[C@@H]1CC[C@@H]2[C@H](COC[C@H](O)CN2C(=O)Nc2ccc(C(F)(F)F)cc2)O1,0.0[16.7 µM],0.4,-19.6,0.0,2.2,2.7,0.0
Cc1cccc(-c2ccc(C3[C@@H]4CN(C(=O)C5CCOCC5)C[C@H]3N4)cc2)c1 (stereo not given in full),/,0.6,17.7,9.9,2.3,0.5,-2.8
C=C(C)CNC(=S)N/N=C/c1ccco1,2.2,1.5,1.8,-7.0,1.8,2.6,3.8
CC1CCN(C(=O)COC(=O)c2cccc(S(=O)(=O)N(C)c3ccccc3)c2)CC1,-8.1,-3.0,-5.2,-0.9,-0.5,-1.5,-0.3
O=C(Nc1ccc(Cl)c(C(F)(F)F)c1)C(=O)N1CCCCC1,/,-0.7,/,0.5,0.1,-3.2,0.3

# Random excerpt: 3 records from the list
SMILES,miR122 inh,CASP6 VEID inh,DENV2 CPE,ERp5 inh,F508del corr,ERAP1 HTS inh,SIRT5 inh
O=C(COC(=O)/C=C/c1ccc(C(F)(F)F)cc1)NC(=O)NCc1ccco1,/,5.1,-4.9,1.4,2.9,-1.5,1.7
Cc1cccc(NC(=O)[C@H](C)NC(=O)[C@@H]2Cc3ccccc3CN2C(=O)OC(C)(C)C)c1,-4.3,1.2,12.6,1.9,0.0,-4.9,3.4
COc1ccc(NC(=O)C2CCN(S(=O)(=O)c3c(C)nn(C)c3C)CC2)cc1,-2.2,2.5,3.0,-1.9,0.9,-2.3,1.1

# (next part)
SMILES,miR122 inh,CASP6 VEID inh,DENV2 CPE,ERp5 inh,F508del corr,ERAP1 HTS inh,SIRT5 inh
C[C@@H]1CCCCO[C@H](CN(C)C(=O)C2CCCCC2)[C@H](C)CN([C@H](C)CO)C(=O)c2cc(NS(=O)(=O)c3ccc(F)cc3)ccc2O1,-7.0[16.7 µM],1.5,-5.6,1.2,-2.3,2.5,8.3
COc1ccc(S(=O)(=O)Nc2ccc3c(c2)OC[C@H](C)NC[C@H](C)[C@H](OC)CN(C)C3=O)cc1,1.2[16.7 µM],0.8,-3.8,-4.0,-1.1,1.3,-6.3
CC(C)(C)NC(=O)CC1C[C@H](C(=O)N2CCCCC2)[C@@]2(C)c3[nH]c4ccccc4c3CCN2C1=O (stereo not given in full),-6.4,-2.5,-3.3,-3.2,-2.0,-0.2,-2.0
CC(C)(C)CN1C(=O)C(=O)NC[C@@H]1CCCCN,/,-5.7,136.0*,-1.3,-1.3,/,/
CCCCN(CCCC)CCCNC(=O)CC1Oc2ccc(C)cc2NC1=O (stereo not given),5.1,-10.5,10.2,3.4,-1.5,-1.0,-3.1
O=C(COc1ccc(Cl)cc1)Nc1cc(NC(=O)COc2ccc(Cl)cc2)cc(C(=O)O)c1,2.2,21.7,-5.8,2.8,1.5,2.8,-2.4
COC(=O)c1ccc(CSc2nc3sc(C(=O)O)c(C)c3c(=O)[nH]2)cc1,/,2.9,-1.6,0.9,-2.3,-4.3,6.3
CCOC(=O)c1ccc(S(=O)(=O)N2CCN(C(C)=O)CC2)cc1,-1.3,-0.3,?,4.2,-4.0,-1.9,0.7
CCCNC(=O)N1CC2(C1)CN(C(C)=O)[C@@H](CO)c1c2c2ccc(OC)cc2n1C,/,1.0,-1.0,-5.7,0.5,-4.0,-0.6
Cc1cccc(CCNC(=O)CN(C)S(=O)(=O)c2ccc3c(c2)c(=O)n(C)c(=O)n3C)c1,-4.2,7.3,18.6,-5.3,-3.2,-2.3,/
O=C(Nc1ccccc1)N1CC(=O)N2[C@H](CO)[C@@H](c3ccc(C#Cc4cccnc4)cc3)[C@H]2C1,/,-2.2,-3.7,-1.2,-0.3,1.8,-0.2
COc1ccc(C(=O)NC(C)c2ccccc2)cc1Br (stereo not given),-0.2,1.3,4.9,0.5,-1.0,0.8,2.4
CSc1nc(N)nc2c1ncn2CC(=O)NCC1CCCO1 (stereo not given),-4.9,0.9,-2.7,-5.6,2.4,-1.4,31.2*
Cc1cccc(CCNC(=O)CC2C(=O)NCCN2CC2CCCCC2)n1 (stereo not given),1.1,-5.9,-4.7,4.7,-2.1,-1.3,-3.2
O=C(/C=C/c1ccccc1)Nc1nc(-c2ccncc2)cs1,7.4,5.7,2.3,1.2,1.1,-4.1,3.5
COc1ccccc1-c1cnc2c(c1)C(=O)N([C@H](C)CO)C[C@@H](C)[C@H](CN(C)Cc1cncnc1)O2,4.7[16.7 µM],-2.3,?,-2.8,-1.3,0.8,-7.7
COc1cccc(N2CCN(C(=O)c3ccc(Cl)c(NC4=NC5CS(=O)(=O)CC5S4)c3)CC2)c1 (stereo not given),-7.4,2.4,-2.9,-9.9,0.2,1.7,7.8
CC[C@@]1(C(=O)OC)N[C@H](CN(C)C(=O)COC)[C@@H]2C(=O)N(Cc3ccccc3)C(=O)[C@@H]21,/,1.5,-1.3,-8.9,-3.8,0.1,/
C=C(C)CN=CC1(C)CCC(C)=CO1 (stereo not given),-5.0,3.2,-0.9,1.1,1.9,2.6,/
O=C(NCC[C@H]1CC[C@H](NC(=O)C2CCCCC2)[C@@H](CO)O1)c1cc(Cl)cc(Cl)c1,/,-0.9,6.5,-6.7,1.3,-0.6,-0.1
C[C@H]1CN([C@@H](C)CO)C(=O)c2cccc(NC(=O)c3nc4ccccc4s3)c2O[C@@H]1CN(C)S(=O)(=O)c1cn(C)cn1,4.5[16.7 µM],-2.1,-7.5,3.0,-0.3,4.1,-2.3
COc1ccc(C(=O)COC(=O)CCCC(=O)NC2CCCCC2)cc1,1.5,0.7,-5.9,2.6,0.9,-6.2,4.2
CCCCN(CC)Cc1ccc(CNC(=S)Nc2ccccc2F)o1,/,2.0,1.3,-2.1,6.1,-5.3,1.9
COCC(=O)N1C[C@H](C)[C@H](OC)CN(C)C(=O)c2ccc(NC(=O)NC(C)C)cc2OC[C@@H]1C,22.9[16.7 µM],-0.6,2.7,-0.7,-1.2,2.2,-6.5
